# Assay outcomes: PubChem, several laboratories
# STAT1 activator = STAT1 signaling activation | 2.6% of 200,000 active | AID 932 | activation (% of control), % at 5.5 µM | NIH 3T3 STAT1-luciferase reporter, IFN-gamma, luminescence; 100% = IFN-gamma alone, no compound;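 active = activation above the screen-wide mean activation plus 3 SD, cut at about 130% in these data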;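 also: raw ratio to IFN-gamma control signal so 100% means no change and 0% no light; values of inactives mirror those of a sister screen read the other way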
# APP transl inh = APP translation inhibition; SH-SY5Y APP 5'UTR-luciferase reporter, luminescence; inhibition, % at 2 µM; 0.82% of 190,000 active; AID 1285;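 active = inhibition above a set limit, derived from the sample mean plus 3 SD, cut at about 45% in these data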; also: values of inactives mirror those of a sister screen read the other way
# NF-kB neuron act = NF-kB expression increase, human neuronal cells. NF-kB reporter expression; active compounds read high. 1.6% of 190,000 active. fold change at 12.5 µM; in the data active = fold change above about 3.3
# APP 5'UTR act = APP 5'UTR luciferase reporter activation | SH-SY5Y APP 5'UTR luciferase reporter, luminescence; zero percent = DMSO vehicle wells | activation, % at 2 µM | 1% of 190,000 active;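 active = activation above a set limit, based on mean plus 3 SD of controls, cut at about 140% in these data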; also: values of inactives mirror those of a sister screen read the other way
# Diaphorase act = activates diaphorase or chemically reduces, flagging diaphorase assay artifacts | AID 1229 | Diaphorase/resazurin coupled assay, resorufin fluorescence, 16 min; active compounds read high; 1 = vehicle wells, 0 = NADH-free wells | 0.005% of 190,000 active | activation factor at 20 µM;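 active = diaphorase activity raised at least twofold by the compound at 20 µM; inactive = activation factor below 2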
#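 test system = bacterial diaphorase enzyme (C. kluyveri) | quantity = enzyme 0.07 U/mL final | reagent = NADH substrate 0.114 mM plus resazurin dye 0.1 mM, final | incubation = 16 min enzyme reaction, ambient temperature | buffer or medium = HEPES pH 7.4 buffer with MgCl2 and Tween 20 | signal = fluorescence of resorufin, 544 nm excitation, 590 nm emission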
# G6PDH CS = L. mesenteroides G6PDH inhibition counter-screen; Purified L. mesenteroides G6PDH, diaphorase/resazurin coupled fluorescence, 45 min; inhibition, % at 5 µM; 0.12% of 200,000 active; AID 1020; in the data active = inhibition above about 50%
# FLuc act counter = firefly luciferase counter-screen for stimulation assays; activation factor at 10 µM; ATPlite luciferase biochemical, luminescence, 10 min; 0 = ATP-free wells, 1 = DMSO control; P08659; 200,000 tested, under 10 active;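 active = luciferase activation factor, scaled between plate controls, of at least 2 with compound at 10 µM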
# Target sequence (P08659 whole entry, looked up): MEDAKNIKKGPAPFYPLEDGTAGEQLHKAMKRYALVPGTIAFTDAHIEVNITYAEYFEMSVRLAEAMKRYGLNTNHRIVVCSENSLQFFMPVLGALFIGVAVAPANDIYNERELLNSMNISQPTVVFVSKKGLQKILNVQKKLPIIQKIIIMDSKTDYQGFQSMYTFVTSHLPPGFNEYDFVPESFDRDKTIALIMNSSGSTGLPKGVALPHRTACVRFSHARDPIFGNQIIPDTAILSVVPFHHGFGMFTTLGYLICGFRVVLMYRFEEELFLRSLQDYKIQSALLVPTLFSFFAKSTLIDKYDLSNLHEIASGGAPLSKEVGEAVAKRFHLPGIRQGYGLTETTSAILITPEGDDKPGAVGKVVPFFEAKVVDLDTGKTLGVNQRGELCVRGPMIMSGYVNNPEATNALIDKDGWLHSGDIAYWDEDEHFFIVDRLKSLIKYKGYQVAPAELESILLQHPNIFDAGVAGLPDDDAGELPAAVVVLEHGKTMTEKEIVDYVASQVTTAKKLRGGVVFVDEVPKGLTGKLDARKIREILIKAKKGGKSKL
#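 Material: Luciferase/luciferin reagent mix; Doses: test compounds dosed from 2 mM stocks in 100% DMSO; Schedule: 10 min incubation after luciferase reagent addition, room temperature; Measured by: luminescence from luciferase reaction; Read-out: luminescence gain marking luciferase activators.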
# TLR4 MyD88 comp = inhibitors of human TLR4-MyD88 binding; O00206+Q99836; HeLa CL3-4 TLR4/MyD88 BLA complementation, FRET ratio; inhibition, % at 8.4 µM; 0.18% of 200,000 active; AID 861; in the data active = inhibition above about 25%;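 also: 0% = vehicle and 100% = reference inhibitor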
# FLuc inh counter = inhibits firefly luciferase, flagging false hits in luciferase inhibition screens; P08659; ATPLite firefly luciferase biochemical luminescence, 10 min; inhibition, % at 10 µM; 1.5% of 200,000 active; AID 1006;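 active = inhibition above about 50% when tested at 10 µM, limit read from the data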
# Diaphorase inh = counter-screen for diaphorase-based assays: diaphorase inhibitors and chemical oxidizers; diaphorase resazurin-to-resorufin fluorescence, NADH, 16 min; bacterial (C. kluyveri) enzyme, not human; inhibition, % at 20 µM; 0.69% of 190,000 active; AID 1217;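 active = primary screen inhibition at 20 µM above a set limit, cut at about 50% in these data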;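 also: plate controls were DMSO with full reaction for no effect and wells lacking NADH for full effect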
#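 controls = No-NADH positive control and DMSO neutral control | system = Clostridium kluyveri diaphorase enzyme | timing = reaction incubation of 16 min at room temperature | signal = resorufin fluorescence 544/590 nm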
# Active calls of the source: *; · = no result given.
SMILES,STAT1 activator,APP transl inh,NF-kB neuron act,APP 5'UTR act,Diaphorase act,G6PDH CS,FLuc act counter,TLR4 MyD88 comp,FLuc inh counter,Diaphorase inh
CCN(CC)S(=O)(=O)c1cccc(-c2n[nH]c(=S)n2/N=C/c2ccc(OC(F)F)cc2)c1,103,2,1.1,-2,0.5,-24,1.1,-8,-14,53*
C/C(=N/NC(=O)c1cnccn1)c1ccncc1,104,-8,1.4,8,1,5,1,6,0,4
COCc1ccc(CN2CCCC(CO)(Cc3ccccc3C)C2)o1 (stereo not drawn),94,0,1.2,0,0.8,6,1.1,7,-8,18
Cc1ccc2c(c1)c1c3n2CCN(C(=O)CN2CCN(C)CC2)C3CCC1 (stereo not drawn),96,-7,1.2,7,0.9,6,1.1,5,-5,11
CCOC(=O)c1c(NC(=O)COc2ncnc3ccccc23)sc(C(C)=O)c1C,87,-5,0.88,5,0.8,8,1.1,-11,-5,21
COc1ccccc1N1CCN(Cc2ccsc2)CC1,88,-2,1.2,3,1,5,1,1,-1,5
COc1ccc(CNC(=O)c2ccc(N3CCOCC3)c([N+](=O)[O-])c2)cc1,93,-8,1.4,8,0.9,0,1,0,-1,10
CCn1c2ccccc2c2cc(C3N=C(N)Nc4nc5ccccc5n43)ccc21 (stereo not drawn),104,-17,1,17,1,9,1,7,2,1
O=C(O)c1cccc(-n2cccc2/C=C2\SC(=O)N(Cc3ccccc3F)C2=O)c1,91,-7,0.99,7,0.8,7,1.1,3,-6,19
O=C(CSc1nc(-c2ccc(F)cc2)cs1)N1CCN(C(=O)c2ccco2)CC1,100,18,0.79,-18,0.7,15,1,-18,1,27
CSc1ncccc1C(=O)OCC(=O)NC(C)(C)C,100,7,1.2,-7,1,1,1,-1,-2,4
CCCCn1c(CCn2nc(C)c(Br)c2C)n[nH]c1=S,96,-4,1.2,4,0.9,3,1.1,-12,-7,13
COc1cccc(CNCCNC(=O)c2nonc2N)c1,99,-1,1.1,1,0.9,3,1,3,-5,14
Clc1cccc(OCCN2CCN(CCOc3cccc(Cl)c3)CC2)c1,103,4,0.8,-3,1,2,1,-5,-1,4
Cn1c(-c2sccc2OCc2cccc(C(F)(F)F)c2)n[nH]c1=S,97,-19,1.1,19,0.8,-3,1.1,4,-7,17
Cc1nc(-c2cccc(NC(=O)Cc3ccccc3)c2)cs1,110,-10,1.2,9,0.9,-6,0.9,7,8,14
Nn1cnn(Cc2ccccc2)c1=S,94,3,0.89,-3,0.8,10,1.1,5,-9,17
CC(C)C(OC(=O)c1ccco1)C(=O)NC1CCCCC1 (stereo not drawn),96,4,1,-5,0.9,7,1,-8,-4,5
Cc1ccc(S(=O)(=O)NC(=O)c2cc(C)n(CC(c3ccccc3)N(C)C)c2C)cc1 (stereo not drawn),100,2,1.1,-2,1,0,1,10,-2,3
COC(=O)Cn1cnc2sc3c(c2c1=O)CCCC3,103,-2,1.1,2,0.9,2,1,8,-2,11
CN(C)c1ccc(C(CNC(=O)c2ccccc2)c2c[nH]c3ccccc23)cc1 (stereo not drawn),101,2,0.98,-2,0.8,1,1.1,11,-5,24
Cc1nc2oc3ccccc3c(=O)c2c(=O)n1Cc1ccccc1,106,-2,1.2,2,0.9,-4,1.1,-2,-6,7
CSc1ccc(-c2nnn(Cc3ccc(C)cc3)n2)cc1,117,-27,2,27,0.9,3,1,14,-4,9
O=C(Nc1cccnc1)c1ccc(Cl)c([N+](=O)[O-])c1,91,16,1.4,-16,0.8,-2,1.1,0,-9,15
CC(NC(=S)Nc1ccc(S(=O)(=O)N2CCOCC2)cc1)C1CC2CCC1C2 (stereo not drawn),95,-18,0.65,18,0.8,1,1,3,-3,19
CC1CCC(NC(=O)Cn2c3c(c(-c4ccccc4Cl)cc2=O)CCC3)CC1 (stereo not drawn),95,-2,1,2,0.8,-8,1,-3,-2,17
S=C(NCc1ccco1)Nc1ccc(Oc2ccccc2)cc1,108,-44,1.3,44,0.9,3,1,17,-4,13
N#CC1=C(N)c2ccccc2CC12CCCCC2,97,-8,0.93,7,0.8,4,1.1,-9,-6,16
Cc1ccc(S(=O)(=O)c2c(COC(=O)c3ccc(Cl)cc3)c(-c3ccccc3)nn2C)cc1,96,-10,0.92,10,0.9,-2,1.1,-12,-6,11
CC1=NCCN1S(=O)(=O)c1c(C(C)C)cc(C(C)C)cc1C(C)C,94,16,1,-16,·,13,1,0,0,·
O=[N+]([O-])c1nn(-c2ccccc2)[n+]([O-])c1N1CCN(c2ccccc2F)CC1,99,-7,1.1,7,1,2,1,10,-3,4
O=C1CC(Cc2ccccc2)C(=O)N1c1ccc(Cl)cn1 (stereo not drawn),96,8,1.3,-8,0.9,16,1,13,-1,10
O=C(NC1CCCC1)C1CCC(=O)N1C1CCCC1 (stereo not drawn),99,13,1.1,-13,1,11,1.1,-10,-5,4
COc1ccc(OC)c(NC(=O)c2ccc(NS(C)(=O)=O)cc2)c1,96,-17,0.82,17,0.9,-2,1.1,-11,-6,15
O=C(NCCCN1CCCCCC1)C1CCCN(S(=O)(=O)c2cccc3nsnc23)C1 (stereo not drawn),94,-17,·,17,1.1,6,1.1,0,-7,-7
NC(=O)c1ccc(Cc2ncc(C(F)(F)F)cc2Cl)s1,98,2,1.1,-2,0.8,22,1,19,-3,22
O=c1cc(O)n(-c2ccc(Cl)cc2)c(=S)[nH]1,108,·,0.94,·,0.7,-1,1.1,-4,-7,27
COC(=O)CNS(=O)(=O)c1ccc(OC)cc1,95,-12,1.3,12,1,11,1.1,-7,-9,0
COc1ccc(CCNC(=O)C2CCCN(Cc3nc(-c4ccccc4C)oc3C)C2)cc1OC (stereo not drawn),88,2,0.66,-3,1,14,1.1,-8,-7,4
Cc1cc(Cl)ccc1OCCCC(=O)NN,97,15,1.4,-15,0.9,0,1,-4,-4,13

# Among those listed so far, these have two or more sulfur atoms:
SMILES,STAT1 activator,APP transl inh,NF-kB neuron act,APP 5'UTR act,Diaphorase act,G6PDH CS,FLuc act counter,TLR4 MyD88 comp,FLuc inh counter,Diaphorase inh
CCN(CC)S(=O)(=O)c1cccc(-c2n[nH]c(=S)n2/N=C/c2ccc(OC(F)F)cc2)c1,103,2,1.1,-2,0.5,-24,1.1,-8,-14,53*
O=C(CSc1nc(-c2ccc(F)cc2)cs1)N1CCN(C(=O)c2ccco2)CC1,100,18,0.79,-18,0.7,15,1,-18,1,27
Cn1c(-c2sccc2OCc2cccc(C(F)(F)F)c2)n[nH]c1=S,97,-19,1.1,19,0.8,-3,1.1,4,-7,17
CC(NC(=S)Nc1ccc(S(=O)(=O)N2CCOCC2)cc1)C1CC2CCC1C2 (stereo not drawn),95,-18,0.65,18,0.8,1,1,3,-3,19
O=C(NCCCN1CCCCCC1)C1CCCN(S(=O)(=O)c2cccc3nsnc23)C1 (stereo not drawn),94,-17,·,17,1.1,6,1.1,0,-7,-7

# Continuation.
SMILES,STAT1 activator,APP transl inh,NF-kB neuron act,APP 5'UTR act,Diaphorase act,G6PDH CS,FLuc act counter,TLR4 MyD88 comp,FLuc inh counter,Diaphorase inh
CSc1ccccc1NC(=O)c1cnccn1,97,-2,0.98,2,0.9,-9,1.1,7,-11,6
COc1cccc(N2CCN(C(=O)CCSCc3ccccc3F)CC2)c1,104,-12,0.99,12,0.9,4,1.1,-11,-10,10
COc1cccc(-c2nnc3sc(-c4ccc(Cl)cc4)nn23)c1,·,·,·,·,0.9,2,1,·,-4,7
COc1nc(-c2ccc(Cl)cc2)ccc1-c1noc(-c2ccncc2)n1,88,-12,·,12,·,·,·,-8,·,·
CC1CN(C(=O)C(C)N2CCN(c3cccc(Cl)c3)CC2)CC(C)O1 (stereo not drawn),99,-2,0.94,2,1,6,1.1,-6,-6,3
O=C(O)c1cc(S(=O)(=O)NCc2ccco2)c(Cl)cc1Cl,102,-14,1,14,0.9,8,1.1,-13,-8,10
O=C(Nc1ccccc1C(=O)N1CCOCC1)c1cccnc1,97,4,0.98,-4,1,4,1,6,-2,-4
Cn1cc(C(=O)c2ccc(Cl)cc2Cl)cc1C(=O)N/N=C(\N)COc1ccc(F)cc1,99,23,0.5,-23,0.8,4,1,8,-4,21
Cc1ccc(C2CC2c2n[nH]c(=S)n2-c2cccc(C)c2)cc1 (stereo not drawn),90,-9,1.2,9,0.6,13,1,-22,1,42
Cc1ccc(NC(=O)C2=C(O)CCn3c2nc2ccccc23)cc1,111,12,0.93,-12,1,9,0.9,-7,9,2
CCC(=O)Nc1cc2[nH]c(=O)cc(C)c2cc1C,92,-17,1.1,17,0.8,12,1,2,-5,23
O=C(Nc1ccc(Cl)c(Cl)c1)N1CCSCC1,102,-4,1.1,4,0.9,-1,1,-12,-2,12
Cc1ccnc(SCc2cc(=O)c(OC(=O)c3cccs3)co2)n1,97,-4,1.4,4,1,7,1,14,-1,-2
CCC(C)(C)NC(=O)C(c1ccccc1)N(C(=O)c1csnn1)C1CC1 (stereo not drawn),106,-2,1.2,2,1.1,3,1,10,-1,-12
COc1ccc(CNC(=O)C2CCCN2)cc1OC (stereo not drawn),101,16,1.1,-16,0.9,8,1.1,-9,-5,11
Cc1ccc2cccc(SCC(=O)N3CCOCC3)c2n1,100,-5,1.2,5,0.9,2,1,3,1,14
Cc1ccc(C(=O)Nc2ccc3c(c2)OCO3)o1,122,-57,2.7,57,0.9,-14,0.6,-9,40,12
c1ccc(-c2nc3nonc3nc2-c2ccccc2)cc1,114,8,0.54,-8,0.9,34,1.1,-1,-8,11
COc1ccccc1OCC(=O)N(Cc1nc(-c2ccccc2)no1)C1CCCCC1,84,-5,0.87,5,0.8,-8,1.1,6,-5,22
COc1ccccc1C(=O)N1CCN(S(=O)(=O)c2ccccc2)CC1,106,1,1,-1,1,3,1.1,-10,-7,-5
O=C(N/N=C\c1cc(Br)cs1)C1COc2ccccc2O1 (stereo not drawn),91,33,1.2,-33,1,2,1,-2,-3,3
CCOC(=O)c1ccc2c(c1)nc(C)n2CC,130*,-42,2.3,42,·,·,·,4,·,·
CC(=O)c1ccc(NC(=O)Nc2ccc3c(c2)N(C)C(=O)CS3)cc1,100,·,0.86,·,0.9,4,1,5,0,12
O=P(OC1CCCCC1)(OC1CCCCC1)C(O)c1ccccc1 (stereo not drawn),99,7,0.89,-7,0.9,-3,1.1,-14,-6,7
COC(=O)C1CCN(C(=O)COC(=O)c2ccc(OC)c(S(=O)(=O)N3CCCc4ccccc43)c2)CC1,102,-17,0.57,17,1,6,1,-23,-2,3
O=S(=O)(c1ccc(NC(=S)N/N=C/c2c3ccccc3cc3ccccc23)cc1)N1CCOCC1,110,-22,·,22,0.7,22,0.9,39*,6,28
COC(=O)c1sccc1NC(=O)c1ccc2c(c1)OCO2,96,12,1.1,-12,1,1,1,6,-2,-4
Cc1cc(NC(=O)CSc2ncnc3sccc23)no1,91,-5,1.2,5,0.9,4,1,-1,-2,10
CCC(=C(c1ccc(OC)cc1)c1ccc(OC)cc1)c1cn(CC(O)CN2CCN(C)CC2)c2ccccc12 (stereo not drawn),91,-19,0.61,19,1.3,4,1,6,-2,-35
